PLK1 PBD inh – PLK1 (human) polo-box domain binding inhibition | Plk1 PBD binding of FITC phosphopeptide, fluorescence polarization | Potency, µM, for the others: max response, negative = inhibition, usual class: inhibitors | 360,000 tested, 2.8% active; further: potency means the concentration at half of the fitted maximal effect; series mostly up to about 57 µM; on the % scale 0 is the no-effect control and ±100 the full control effect; nearly all actives have a fitted effect of over 65% in size
D3 antag – blocks the human D3 dopamine receptor. P35462. D3R cells, DiscoveRx beta-arrestin luminescence, antagonist mode; stronger effect = lower value. max response, negative = inhibition, %. 360,000 tested, 2.5% active. AID 652054; in the data active means max response below about -50%; inconclusive means no clear call, values can overlap the other calls; further: on the % scale 0 is the no-effect control and ±100 the full control effect; mostly tested at two doses, the higher about 12 µM
Target sequence (P35462 whole entry, looked up): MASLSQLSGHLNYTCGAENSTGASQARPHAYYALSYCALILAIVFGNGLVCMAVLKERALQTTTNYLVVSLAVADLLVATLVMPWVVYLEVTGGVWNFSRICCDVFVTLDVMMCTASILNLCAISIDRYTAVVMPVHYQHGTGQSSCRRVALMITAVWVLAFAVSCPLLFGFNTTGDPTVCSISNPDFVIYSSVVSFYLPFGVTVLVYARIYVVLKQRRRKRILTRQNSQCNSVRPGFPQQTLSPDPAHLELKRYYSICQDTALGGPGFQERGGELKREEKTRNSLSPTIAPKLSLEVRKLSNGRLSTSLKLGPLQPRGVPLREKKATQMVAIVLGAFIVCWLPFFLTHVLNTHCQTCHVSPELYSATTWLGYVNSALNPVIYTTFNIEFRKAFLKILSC
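Cells plated overnight at 1500 cells/well, then exposed to library compounds with dopamine controls for 90 minutes at 37 degrees C. DiscoveRx reagent added for 30–60 minutes at room temperature; luminescence read, quantitative HTS format.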
GLP1R cytotox – cytotoxic in the GLP-1 receptor inverse agonist counter-screen. HEK293 cAMP-luciferase reporter cells, luminescence, 24 h. Potency, µM (doses to about 38.3 µM), without a hit: at the top dose activity change, negative = inhibition, actives largely listed as inhibitors. 410,000 tested, 0.13% active. AID 624418;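 further: loss of luciferase light is scored as toxicity; potency means the concentration at half of the fitted maximal effect; on the % scale 0 is the no-effect control and ±100 the full control effect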
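Luminescence readout: signal drop marks cytotoxicity. Plated cells grew 12 h at 37 °C, 5% CO2, received 23 nL compound for 24 h, then got luciferase reagent, read after 12 min at RT.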
GLP-1R inv ag – GLP-1 receptor (human) inverse agonism; P43220; HEK293 GLP-1R CRE-luciferase, luminescence, 24 h; GLP-1R form is constitutively active; Potency, µM (series often up to 38.3 µM), for the others: top-dose activity change, negative = inhibition, hits mostly inhibitors; 410,000 tested, 1.6% active; AID 624417; further: potency means the concentration at half of the fitted maximal effect; on the % scale 0 is the no-effect control and ±100 the full control effect; nearly all actives have a fitted effect of over 55% in size
Target sequence (P43220 whole entry, looked up): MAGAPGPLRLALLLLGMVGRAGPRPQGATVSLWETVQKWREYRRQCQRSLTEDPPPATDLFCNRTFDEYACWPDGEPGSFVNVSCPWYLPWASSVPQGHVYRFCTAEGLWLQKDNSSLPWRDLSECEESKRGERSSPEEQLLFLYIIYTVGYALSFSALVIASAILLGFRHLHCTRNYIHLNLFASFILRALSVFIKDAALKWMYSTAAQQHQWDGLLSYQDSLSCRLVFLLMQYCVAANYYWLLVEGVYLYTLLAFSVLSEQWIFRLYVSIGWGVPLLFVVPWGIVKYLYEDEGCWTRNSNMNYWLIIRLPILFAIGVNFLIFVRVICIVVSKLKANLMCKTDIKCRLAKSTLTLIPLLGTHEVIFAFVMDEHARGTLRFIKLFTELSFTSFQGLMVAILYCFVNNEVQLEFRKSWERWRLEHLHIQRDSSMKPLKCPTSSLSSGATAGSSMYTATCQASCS
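Inverse agonism was detected as reduced cAMP-driven luciferase luminescence after 24 h compound treatment. The cells were HEK293 clones expressing constitutively active human GLP-1R with the reporter. Reporter-only and GPR119 cell lines served as counterscreen controls.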
GLP1R ag – activates the human GLP-1 receptor. P43220. HEK293 GLP-1R CRE-luciferase, luminescence, 4-6 h; cells express a hypersensitive GLP-1R form. Potency, µM (doses to about 45.6 µM), for the others: at the top dose activation, hits mostly activators. 380,000 tested, 0.007% active; further: potency means the concentration at half of the fitted maximal effect; % of control where 0% means no effect
IL-2 act – IL-2 activation; IL-2 activation reporter assay, cell-based qHTS; stimulated with anti-CD3/CD4/CD28 beads; in transgenic mouse T cells; activation, % (series mostly up to about 46 µM); 360,000 tested, 0.065% active; AID 652025; in the data active means activation above about 50%; inconclusive means mostly about 30% to 49%; further: 0% is about no effect
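Unstimulated transgenic mouse T cells, 750 per well, received compound and, after 60 minutes, anti-CD3/anti-CD4 bead plus anti-CD28 stimulation. EGFP and DsRed were quantified after 18 hours.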
WRN inhibitor – blocks human WRN helicase. Potency, µM (highest dose often 114 µM), for the others: at the highest dose activity change, negative = inhibition, hits mostly inhibitors. 360,000 tested, 0.46% active. WRN helicase unwinding, fluorescent forked duplex, kinetic. AID 651768; further: potency means the concentration at half of the fitted maximal effect; on the % scale 0 is the no-effect control and ±100 the full control effect; nearly all actives have a fitted effect of over 55% in size
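Kinetic red-fluorescence monitoring (525/598 nm) tracks WRN helicase activity after 100 nM fluorophore-quencher forked duplex and 2 mM ATP are added to 20 nM enzyme pretreated 15 min at room temperature with compound.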
PI5P4K alpha inh – blocks human PI5P4K alpha kinase activity. P48426. PI5P4Kalpha enzyme, ADP-Glo luminescence, 60 min; stronger effect = lower value. max response, %. 330,000 tested, 1.2% active; active means max response of -50% or lower; inconclusive means between -30% and -50%; inactive means -30% or higher; further: value at the top dose of about 77 µM; on the % scale 0 is the no-effect control and ±100 the full control effect
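Single end-point luminescence (ADP-Glo) quantified ADP from PI5P4Kalpha turnover; ATP 5 microM final, 1 h at RT, 0.1% CHAPS and 0.28 mM EGTA in HEPES pH 7.4.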
D3 ag – D3 dopamine receptor (human) agonism; P35462; D3R DiscoveRx beta-arrestin cells, luminescence, 90 min; max activation, %; 410,000 tested, 0.58% active; in the data active means max activation above about 30%; further: 0% is about no effect; mostly tested at two doses, the higher about 12 µM
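Agonist mode: compounds and dopamine controls were applied to plated cells for 90 min at 37 degrees C after an overnight attachment at 1500 cells/well. Luminescent read-out followed 30 - 60 minutes at room temperature with DiscoveRx detection reagent.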
Active calls of the source: *; ? = inconclusive; nt = not tested or not shown; [ ] = dose if it differs, or a comment. Unless noted, the call rests on the fitted dose curve; in most records, active means well fitted curve in the direction sought with a large enough effect; inconclusive means small, poorly fitted or top-dose-only effect, or another doubt; inactive means no such curve, though single readings can be large; an effect the other way counts as inactive or inconclusive.

item	Structure	PLK1 PBD inh	D3 antag	D3 ag	GLP1R cytotox	PI5P4K alpha inh
1	CC1Cc2ccccc2N1C(=O)c1cnc2sccn2c1=O (stereo not drawn)	-4%	32	-2	2%	4
2	Cc1ccc(-n2ncc3c(NCc4cccnc4)ncnc32)c(C)c1	0%	18	6	-2%	-22
3	CCOc1ccc(NC(=O)Cn2c(=O)n(CCCS(=O)(=O)C3CCCCC3)c(=O)c3ccccc32)cc1	nt	nt	-13	-5%	nt
4	CC1CCN(S(=O)(=O)c2ccc(S(=O)(=O)NCc3ccccc3)cc2)CC1	1%	-14	5	-13%	nt
5	O=C(NCc1ccon1)C1CCC(=O)N(CCc2ccc(Cl)cc2)C1 (stereo not drawn)	-17%	-16	-2	8%	4
6	Cc1nnsc1C(=O)Nc1ccc(S(=O)(=O)N2CCCC(C)C2)cc1 (stereo not drawn)	-10%	-18	-11	-11%	5
7	C[C@@H]1CN([C@@H](C)CO)C(=O)c2cccc(NS(=O)(=O)c3cccs3)c2O[C@H]1CN(C)Cc1ccc(C(F)(F)F)cc1	-12%	7	2	-4%	11
8	COc1ccc(C(C#N)C2(C)OCCO2)cc1OC (stereo not drawn)	-5%	-13	-13	0%	nt
9	CCCCSCCCNC(=O)c1ccc2c(c1)N(CC)C(=O)c1ccccc1S2=O (stereo not drawn)	4%	0	-2	-11%	5
10	Fc1ccc2c(c1)-c1nc(-c3ccccc3)cc(-c3ccccc3)c1CO2	nt	nt	-4	3%	nt
11	CSc1nc(Sc2cccc(Cl)c2)c2ccccc2n1	-3%	-26	1	-6%	9
12	COc1ccc(C(=O)C2CCCN(Cc3ccc(C#CCCO)cc3)C2)c(OC)c1 (stereo not drawn)	-4%	-116*	-19	-23%	5

item	WRN inhibitor	IL-2 act	GLP-1R inv ag	GLP1R ag
1	-2%	-1.2	-7%	3%
2	-7%	-2.4	-13%	2%
3	nt	nt	-14%	-1%
4	0%	-0.8	48%[activator]	-9%
5	-27%	-0.6	-16%	3%
6	-7%	2.7	?	-2%
7	1%	0.1	-9%	0%
8	-5%	-2.1	10%	4%
9	-4%	-3.7	?	10%
10	nt	nt	-13%	0%
11	-4%	-0.3	6%	-5%
12	-4%	0.6	?	9%

item	Structure	PLK1 PBD inh	D3 antag	D3 ag	GLP1R cytotox	PI5P4K alpha inh
13	CCNS(=O)(=O)c1ccc(CCC(N)=O)cc1	-1%	-5	-1	24%	5
14	CCOCCCNC(=S)NCCCNc1nc2c(C)c(C)ccc2cc1C#N	-21%	-8	-5	11%	22
15	CCOC(=O)CC1C(=O)NCCN1Cc1cccc(C(F)(F)F)c1 (stereo not drawn)	1%	20	7	4%	-3
16	COc1cc(CNCc2cccc3ccccc23)cc(OC)c1	1%	?	-4	18%	-8
17	Cc1ccc(C(=O)Nc2ccc(C(=O)N/N=C/c3ccc(C)o3)cc2)cc1	-15%	3	-27	-32%	-25
18	O=C(O)CCC(=O)c1ccc(C2CCCCCC2)cc1	-1%	1	11	2%	-1
19	Clc1ccc(C2[C@H]3CN(CC4CCCCC4)[C@H](c4ccccc4)C34CC2(c2cccnc2)C4)cn1 (stereo partly drawn)	-12%	-22	-3	5%	-4
20	CC(C)n1c(-c2ccccc2F)n[nH]c1=S	-13%	15	-5	-17%	nt
21	Cc1ccc2[nH]c(CNC(=O)C3CCCCC3)cc2c1	-3%	-2	-4	24%	-20
22	CCC(C)[C@@H](CN)NCC1(c2ccccc2)CC1 (stereo partly drawn)	-24%	0	-26	1%	-25
23	CC(CNC(=O)Cn1ccc2cc(S(=O)(=O)N3CCCC3)ccc21)c1ccccc1 (stereo not drawn)	-9%	-17	-11	2%	-1
24	CCOC(=O)c1sc(NC(=O)C2CC(=O)N(c3ccc(OCC)cc3)C2)nc1C (stereo not drawn)	-13%	-5	2	8%	3

item	WRN inhibitor	IL-2 act	GLP-1R inv ag	GLP1R ag
13	-1%	-0.9	11%	-2%
14	-9%	-2.4	?	4%
15	6%	-2.8	-3%	10%
16	5%	-0.1	?	2%
17	-12%	-4.1	?	9%
18	-1%	-0.5	58%[activator]	-1%
19	-1%	-0.2	4%	-2%
20	-2%	-3.1	5%	0%
21	-1%	0.5	?	10%
22	-5%	-2.9	13%	2%
23	-5%	-1.6	?	-3%
24	-27%	-2.2	-8%	9%

item	Structure	PLK1 PBD inh	D3 antag	D3 ag	GLP1R cytotox	PI5P4K alpha inh
25	CCCc1nc(SCC(=O)Nc2nnc(CC)s2)c2c(=O)n(C)c(=O)n(C)c2n1	-6%	-4	15	2%	4
26	COc1ccc(Cn2c(=O)[nH]c3cc(C(=O)N4CCN(Cc5ccccc5)CC4)ccc3c2=O)cc1	-4%	21	-1	-13%	9
27	CC(C)C(=O)N[C@@H]1c2ccccc2CC[C@@H]1O	-11%	-12	-14	0%	-8
28	CCOc1ccc(N(CC(=O)NCCSc2ccccn2)S(C)(=O)=O)cc1	-5%	13	-1	5%	1
29	O=C(Oc1ccccc1)c1cc(O)c(O)c(O)c1	-4%	-3	0	-23%	?
30	Cc1cccn2c(=O)nc(SCC(=O)N3N=C(c4cccs4)CC3c3ccc(F)cc3)nc12 (stereo not drawn)	-4%	-4	-8	4%	7
31	CCCCOc1ccc(C(=O)N/C(=C\c2cccc([N+](=O)[O-])c2)C(=O)OCCC)cc1	1%	5	11	2%	3
32	CN(C(=O)COC(=O)C1CCN(S(=O)(=O)c2c(Cl)cccc2Cl)CC1)C1CCS(=O)(=O)C1 (stereo not drawn)	-3%	-1	-10	10%	1
33	CN(C)c1ccc(NC(=O)CN2C(=O)c3ccccc3C2=O)cc1	-9%	9	-1	-1%	-6
34	NC(=O)C1(N2CCCCC2)CCN(Cc2nc(-c3cccs3)no2)CC1	-4%	18	1	6%	0
35	CN1CCCN(C(=O)c2cc(-c3cccc4ccccc34)nc3ccccc23)CC1	0%	30	-1	-17%	4
36	CC(C)CC(N)C(=O)OCc1ccc([N+](=O)[O-])cc1 (stereo not drawn)	0%	23	10	6%	3

item	WRN inhibitor	IL-2 act	GLP-1R inv ag	GLP1R ag
25	3%	-4.2	-6%	0%
26	-14%	0.4	?	-1%
27	4%	0.6	1%	-3%
28	6%	2.4	7%	3%
29	?	-0.1	14%	-9%
30	-12%	-0.6	86%[activator]	5%
31	-2%	-2.2	-1%	-1%
32	0%	0.2	1%	-1%
33	12%	0.5	2%	-2%
34	-2%	-0.1	-3%	9%
35	9%	-4.1	7.9µM*	16%
36	3%	1.5	7%	0%

Quoted from above, compounds 28 to 36
item	Structure	PLK1 PBD inh	D3 antag	D3 ag	GLP1R cytotox	PI5P4K alpha inh
28	CCOc1ccc(N(CC(=O)NCCSc2ccccn2)S(C)(=O)=O)cc1	-5%	13	-1	5%	1
29	O=C(Oc1ccccc1)c1cc(O)c(O)c(O)c1	-4%	-3	0	-23%	?
30	Cc1cccn2c(=O)nc(SCC(=O)N3N=C(c4cccs4)CC3c3ccc(F)cc3)nc12 (stereo not drawn)	-4%	-4	-8	4%	7
31	CCCCOc1ccc(C(=O)N/C(=C\c2cccc([N+](=O)[O-])c2)C(=O)OCCC)cc1	1%	5	11	2%	3
32	CN(C(=O)COC(=O)C1CCN(S(=O)(=O)c2c(Cl)cccc2Cl)CC1)C1CCS(=O)(=O)C1 (stereo not drawn)	-3%	-1	-10	10%	1
33	CN(C)c1ccc(NC(=O)CN2C(=O)c3ccccc3C2=O)cc1	-9%	9	-1	-1%	-6
34	NC(=O)C1(N2CCCCC2)CCN(Cc2nc(-c3cccs3)no2)CC1	-4%	18	1	6%	0
35	CN1CCCN(C(=O)c2cc(-c3cccc4ccccc34)nc3ccccc23)CC1	0%	30	-1	-17%	4
36	CC(C)CC(N)C(=O)OCc1ccc([N+](=O)[O-])cc1 (stereo not drawn)	0%	23	10	6%	3

item	WRN inhibitor	IL-2 act	GLP-1R inv ag	GLP1R ag
28	6%	2.4	7%	3%
29	?	-0.1	14%	-9%
30	-12%	-0.6	86%[activator]	5%
31	-2%	-2.2	-1%	-1%
32	0%	0.2	1%	-1%
33	12%	0.5	2%	-2%
34	-2%	-0.1	-3%	9%
35	9%	-4.1	7.9µM*	16%
36	3%	1.5	7%	0%

(list continues)
item	Structure	PLK1 PBD inh	D3 antag	D3 ag	GLP1R cytotox	PI5P4K alpha inh
37	CC(=O)Nc1cc(C(=O)N2CCN(C)CC2)ccc1S(=O)(=O)c1ccc(C)cc1	-6%	7	1	17%	nt
38	CCOC(=O)CC1=CCc2c1ccc(OC)c2OC	-8%	1	-3	13%	-6
39	Cc1ccc2oc3c(c(=O)c2c1)C(c1cccc(O)c1)N(CCCN1CCOCC1)C3=O (stereo not drawn)	nt	nt	-26	1%	nt
40	O=C(NCc1ccncc1)C(=O)Nc1nccs1	3%	17	-3	15%	9
41	O=C(CCN1CCN(c2ccccc2)CC1)Nc1cccc(Br)c1	3%	-73*	3	14%	-5
42	COC(=O)c1c(C)[nH]c(C(=O)OCC(=O)c2ccc(C)s2)c1C	2%	7	-1	-5%	-1
43	Cc1c(C)n2c(SCC(=O)Nc3ccc4c(c3)OCCO4)nnc2[nH]c1=O	-11%	8	-4	-2%	-2
44	OCC[C@@H]1C[C@H](O)[C@@H](O)[C@]2(OCCc3cc(C(F)(F)F)ccc32)O1	-3%	-5	1	2%	1
45	O=C(OCc1cn([C@@H]2CN(C(=O)C3CCCCC3)[C@@H](c3ccc(Cl)cc3)C[C@H]2O)nn1)c1ccccc1	-7%	-6	4	-18%	2

item	WRN inhibitor	IL-2 act	GLP-1R inv ag	GLP1R ag
37	-8%	-1.6	4%	5%
38	?	-3.7	23%	10%
39	nt	nt	22%	2%
40	-5%	0.0	6%	0%
41	-4%	-2.5	11µM*	0%
42	-1%	-0.5	-40%	20%
43	-2%	-3.4	13%	5%
44	0%	-1.1	-11%	1%
45	1%	-0.8	-20%	13%
